# GC-B act – human GC-B receptor activators, primary screen, HEK293 GC-B cells, cGMP TR-FRET, EC30 CNP; Atrial natriuretic peptide receptor 2 (Homo sapiens), P20594; 0% at EC30 CNP, 100% saturating CNP; activation, % at 10 µM; 370,000 tested, 0.11% active; AID 1920062, 2024;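 active = activation at 10 µM reaching about 35% in either raw or pattern-adjusted values, limit read from the data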
# sPLA2-III inh – human group III sPLA2 inhibitors, primary screen, biochemical, QFRET, BODIPY PC-A2 liposome substrate; Group 3 secretory phospholipase A2 (Homo sapiens), Q9NZ20; inhibition, % at 12.2 µM; 370,000 tested, 0.56% active; QFRET BODIPY PC-A2 liposome hydrolysis, fluorescence;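 active = inhibition above mean plus 3 SD of compounds lying within the high and low control bounds, cut at about 19% in these data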;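 also: 0% = median of test compound wells and 100% = no enzyme DMSO wells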
# Target sequence (Q9NZ20 whole entry, looked up): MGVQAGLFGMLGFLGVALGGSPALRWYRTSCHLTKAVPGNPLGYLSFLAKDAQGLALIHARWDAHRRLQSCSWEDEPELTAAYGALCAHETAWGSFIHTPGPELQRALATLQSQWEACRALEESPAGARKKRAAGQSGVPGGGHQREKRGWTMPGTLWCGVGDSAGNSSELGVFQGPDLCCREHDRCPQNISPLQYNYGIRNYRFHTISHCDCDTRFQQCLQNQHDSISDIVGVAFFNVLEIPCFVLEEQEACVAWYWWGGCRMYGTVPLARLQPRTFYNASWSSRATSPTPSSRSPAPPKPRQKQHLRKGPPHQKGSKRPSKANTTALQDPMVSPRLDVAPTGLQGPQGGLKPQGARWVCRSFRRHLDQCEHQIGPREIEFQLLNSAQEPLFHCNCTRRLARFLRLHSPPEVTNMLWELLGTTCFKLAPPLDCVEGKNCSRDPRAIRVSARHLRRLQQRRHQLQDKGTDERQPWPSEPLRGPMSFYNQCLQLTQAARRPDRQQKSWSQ
# DDE Tn6 FP inh – inhibitors of Tn6 peptide binding to fibrin DD(E), primary screen, biochemical, fluorescence polarization, human fibrin, Tn6 probe. 370,000 tested, 0.21% active. Fibrin DD(E) TRITC-Tn6 fluorescence polarization displacement. inhibition, % at 8.3 µM. Fibrinogen beta chain (Homo sapiens), P02675. AID 720509, 2013;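 active = inhibition above a per-campaign cutoff: mean of compounds within control limits plus 3 SD, cut at about 15% in these data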;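 also: 0% = median of all compound wells on the plate and 100% = blocking peptide control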
# Target sequence (P02675 whole entry, looked up): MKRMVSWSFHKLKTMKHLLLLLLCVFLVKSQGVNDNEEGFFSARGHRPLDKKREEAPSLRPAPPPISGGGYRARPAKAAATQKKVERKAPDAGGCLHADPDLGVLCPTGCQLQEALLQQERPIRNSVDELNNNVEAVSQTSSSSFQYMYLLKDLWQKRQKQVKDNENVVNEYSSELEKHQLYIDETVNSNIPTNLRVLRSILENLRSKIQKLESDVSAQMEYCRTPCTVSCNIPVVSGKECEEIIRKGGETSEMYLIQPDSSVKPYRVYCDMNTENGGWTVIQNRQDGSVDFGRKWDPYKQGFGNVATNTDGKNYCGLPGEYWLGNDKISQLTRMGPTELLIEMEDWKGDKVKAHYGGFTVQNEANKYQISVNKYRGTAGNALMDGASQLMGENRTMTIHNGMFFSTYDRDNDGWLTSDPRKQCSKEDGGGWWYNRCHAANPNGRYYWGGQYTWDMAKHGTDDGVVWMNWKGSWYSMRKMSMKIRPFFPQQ
# KLK7 zymogen act – proKLK7 zymogen activators, primary screen, biochemical, fluorescence intensity. Kallikrein-7 (Homo sapiens), P49862. purified proKLK7, EDANS-DABCYL substrate fluorescence; 100% is mature enzyme control, 0% vehicle. activation, % at 7 µM. 370,000 tested, 0.9% active. AID 652039, 2013;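 active = activation above the mean of all tested compounds plus 3 SD, computed per campaign excluding outliers beyond control limits, cut at about 13% in these data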
# rCAG binder – binders of r(CAG) RNA repeats, primary screen, biochemical, fluorescence | r(CAG) RNA repeat, TO-PRO-1 dye displacement fluorescence | inhibition, % at 3 µM | 370,000 tested, 1.3% active | AID 651821, 2012;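 active = inhibition above the plate cutoff, the mean of all test compounds on that plate plus 3 SD, cut at about 35% in these data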;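 also: 0% = DMSO alone and 100% = 100 µM mitoxantrone as full dye displacement; higher means more dye released from RNA so lower well fluorescence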
# ADAM10 inh – human ADAM10 inhibitors, primary screen, biochemical, QFRET, HTS; Disintegrin and metalloproteinase domain-containing protein 10 (Homo sapiens), O14672; inhibition, % at 7 µM; AID 720582, 2013; 370,000 tested, 0.62% active; recombinant ADAM10, EDANS/DABCYL FRET peptide cleavage, 3 h;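 active = inhibition above a per-campaign cutoff equal to the mean of compounds falling between control-based bounds plus 3 SD, cut at about 20% in these data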;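 also: 0% = DMSO wells while the 100% control is not disclosed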
# GC-A act – GC-A stimulated cGMP production enhancers – HEK293 GC-A cells, cGMP TR-FRET, EC30 ANP, primary screen; AID 1671463, 2021; activation, % at 10 µM; 370,000 tested, 0.14% active; Atrial natriuretic peptide receptor 1 (Homo sapiens), P16066; 0% at EC30 ANP, 100% saturating ANP; in the data active = activation above about 40%
# ASAP1 inh – inhibitors of human ASAP1 ArfGAP activity, primary screen, biochemical, fluorescence polarization. ASAP1-stimulated ARF1 GTP hydrolysis, GDP FP detection. inhibition, % at 16.5 µM. 360,000 tested, 0.19% active; in the data active = inhibition above about 25%;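 also: 0% = vehicle with enzyme and substrate and 100% = no enzyme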
# GAA850 FXN act – FXN promoter activators, primary screen, cell-based, luciferase luminescence, HEK293 lucGAA850 | HEK293 lucGAA850 FXN promoter luciferase reporter, 24 h; percent of 10 µM SAHA response | AID 540364, 2011 | activation, % at 6 µM | 360,000 tested, 0.56% active;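 active = activation above the average of all compounds screened plus 3 SD, cutoff fixed separately per campaign, cut at about 7.5% in these data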;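 also: 0% = DMSO wells and 100% = 10 µM SAHA wells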
# ARFGAP1 inh – inhibitors of rat ARFGAP1 GAP activity, primary screen, biochemical, fluorescence polarization, GDP tracer; ADP-ribosylation factor GTPase-activating protein 1 (Rattus norvegicus), Q62848; Arfgap1-stimulated ARF1 GTP hydrolysis, GDP FP detection; inhibition, % at 16.5 µM; 360,000 tested, 0.26% active; AID 651572, 2012;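 active = inhibition above a per-plate limit, mean inhibition of low control wells plus 3 SD, cut at about 25% in these data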;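 also: 0% = DMSO wells with enzyme and 100% = wells lacking Arfgap1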
#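 Material: rat Arfgap1 catalytic domain, aa 1-136; also added: human ARF1(Δ1-17)-GTP substrate; compound dosing: one concentration, 16.5 µM, DMSO 1.26%; incubation: GTP hydrolysis reaction 2 h at 25 °C; measured by: Tracer-displacement fluorescence polarization with EDTA stop, 620/688 nm; evaluation: % inhibition from polarization; repeats: one replicate per compound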
# * marks the source's active call; other numbers are inactive results; i = inactive; nt = no result given.
# Values in the order – GC-B act	sPLA2-III inh	DDE Tn6 FP inh	KLK7 zymogen act	rCAG binder	ADAM10 inh	GC-A act	ASAP1 inh	GAA850 FXN act	ARFGAP1 inh
CC(CCc1ccccc1)NC(=O)C(C)OC(=O)c1ccco1 (stereo not given)
 : 1.3	3.5	-2.9	-0.4	-0.6	-3.9	2.1	-0.8	0.5	-4.6
COCCN(CC(=O)Nc1cccc(C)c1C)C(=O)c1ccc(S(=O)(=O)N2CCOCC2)cc1
 : 3.2	10.2	0.5	-0.6	-7.5	-21.3	2.1	-9.0	1.9	5.6
Cc1ccc(SCC(=O)NCCCc2ccccc2)cc1
 : 1.2	-1.0	-3.6	0.2	-5.3	-4.3	5.7	-9.8	1.6	2.5
NC(=O)c1ccsc1NC(=O)c1ccc(S(=O)(=O)N2CCCCC2)cc1
 : 2.8	-5.8	-15.0	-112.0	15.2	-4.9	-5.1	-4.5	-0.5	1.4
CCOC(=O)C1=C[C@@H](C(C)(C)C)N(S(=O)(=O)c2ccc(C)cc2)[C@H]1c1cccc2ccccc12
 : -4.6	-10.9	-10.4	0.1	2.6	-0.6	-3.0	4.1	nt	8.3
O=C(Nc1ccc(F)cc1F)N1CCN(CCc2ccccc2)CC1
 : 0.3	-9.5	-4.4	1.3	-4.2	-2.1	-0.7	-11.8	0.4	8.4
Cc1ccc2c(c1)C(=O)OC1(O)C3C4C=CC(C4)C3C(=O)N21 (stereo not given)
 : 4.0	5.0	-9.8	0.1	5.5	-9.6	4.9	4.1	0.8	-2.7
CCC1CCCCN1C(=O)CSc1nnc(-c2c[nH]c3ccccc23)o1 (stereo not given)
 : 1.4	-13.2	-0.6	0.1	3.3	7.8	0.4	2.9	-1.6	-1.5
COc1ccccc1C(=O)OCC(=O)c1cccc([N+](=O)[O-])c1
 : -8.2	-1.2	-0.8	0.0	1.9	-4.0	3.0	10.8	1.3	-0.5
CCOC(=O)/C(C#N)=C/c1c(N2CCN(c3ccccc3)CC2)nc2c(C)cccn2c1=O
 : 2.4	1.6	6.8	0.3	0.4	-3.1	0.3	-10.2	1.3	6.0
O=C1CC(N2CCC(c3nc4ccccc4s3)CC2)C(=O)N1 (stereo not given)
 : -8.4	-0.7	8.0	-0.4	-2.4	0.3	1.6	-7.5	0.5	-7.1
CCCCC(=O)NC(c1ccc(C(C)C)cc1)c1ccc2cccnc2c1O (stereo not given)
 : 3.1	12.9	-1.6	-1.1	3.0	11.2	13.1	-7.3	-7.7	-2.3
CCOC(=O)C1C2C=CC3(CN(c4ccc(Cl)c(F)c4)C(=O)C13)O2 (stereo not given)
 : 1.5	8.8	0.1	-0.3	-1.1	-12.4	-1.0	-8.3	-0.1	2.3
O=C(Nc1ccc(Cl)c(NC(=O)c2cccs2)c1)c1ccco1
 : 2.8	7.6	-0.4	0.3	5.6	6.3	1.5	-2.8	1.2	11.4
COc1ccc(NC(=O)Nc2cccc(C(=O)N3CCOCC3)c2)cc1OC
 : 3.8	9.9	3.3	-0.3	1.2	4.6	-2.0	7.0	1.2	13.6
O=C(Oc1c(-c2ccccc2)c(=O)n2c3c(cccc13)CC2)c1ccc(Cl)cc1
 : -3.7	8.8	-0.7	-0.8	0.9	-4.6	-2.2	3.8	0.8	0.8
COc1ccccc1OCC(=O)Nc1ccccn1
 : 2.6	4.6	11.0	0.0	3.1	7.3	1.2	-2.5	-0.3	11.4
CCN(CC)CCN1C(=O)c2cccc3cc(N)cc(c23)C1=O
 : -23.4	-8.9	3.8	-0.9	-24.1	-1.1	-36.0	5.5	-4.1	4.9
COC(=O)COc1ccc(S(=O)(=O)Nc2ccc3c(c2)OCO3)cc1Cl
 : 1.1	-13.7	1.8	-0.4	4.7	-4.9	2.6	6.1	-1.4	2.5
Cc1ccc(S(=O)(=O)NNc2nc3ccccc3nc2C(F)(F)F)cc1
 : 1.4	-2.9	0.8	3.0	4.5	-67.1	-0.3	-8.2	2.5	-11.1
COc1ccc2[nH]cc(CCN3C(=O)CCC3=O)c2c1
 : 2.2	8.2	3.1	-0.2	-0.6	-6.9	0.4	-11.4	1.7	9.2
CCOc1ccccc1C(=O)NC(C)CCc1ccccc1 (stereo not given)
 : -2.0	-5.8	-1.2	0.6	-6.2	14.3	-6.6	5.7	1.5	-11.9
CCSc1nnc(NC(=O)[C@@H](NC(=O)c2cccc(C)c2)C(C)C)s1
 : -2.7	6.2	5.5	0.1	0.9	-4.8	1.4	6.8	-4.6	1.4
CN(C)C(=O)CSc1nc(-c2cccs2)c(-c2cccs2)[nH]1
 : 4.1	4.0	-5.9	-0.8	1.6	-39.0	-6.0	-10.2	0.4	1.9
COC(=O)[C@H](Cc1ccccc1)N1Cc2ccccc2Oc2cc(Br)ccc2S1(=O)=O
 : -5.8	-2.4	-2.9	0.4	7.7	14.9	-9.7	0.9	nt	-0.8
O=C(O)c1ccc(N/N=C/c2ccc(-c3ccc(Cl)cc3Cl)o2)cc1
 : -4.4	-20.1	-0.6	-1.3	92.2*	-16.1	6.4	14.2	3.2	-18.9
C(=N\Nc1nc2ccccc2[nH]1)/c1ccc2ncccc2c1
 : -8.7	15.5	-6.2	-1.6	7.0	2.0	-7.5	17.4	-5.0	2.6
OCCOc1ccc(CN2CCCC(N3CCN(c4ccc(F)cc4)CC3)C2)cc1 (stereo not given)
 : 5.1	2.3	5.0	-0.3	-7.3	0.6	1.6	-9.5	-2.5	3.8
CCC(OC(=O)c1cccs1)C(=O)NCc1ccc2c(c1)OCO2 (stereo not given)
 : -2.5	7.8	5.3	-0.6	1.8	5.3	1.3	-5.5	0.4	-4.5
CC(=O)N1N=C(c2ccco2)CC1c1ccc(Br)cc1 (stereo not given)
 : 4.0	17.8	6.6	0.2	-1.6	-1.7	-0.5	2.7	2.9	-13.8
COc1ccc(-c2sc3cc4c(cc3c2C#CCO)OCO4)cc1
 : -4.1	-3.3	-4.4	-10.7	17.0	-174.2	1.6	23.8	-0.7	1.4
Cc1ccc(NC(=O)c2ccc(OCC3CCCO3)cc2)nc1 (stereo not given)
 : 2.8	1.8	-2.6	0.1	-5.3	-2.4	3.7	14.1	3.3	-8.6
O=C(c1cc2c(s1)CCCC2)N1CCN(Cc2ccc3c(c2)OCO3)CC1
 : -3.0	-2.9	4.4	0.1	-4.1	5.5	5.2	-5.8	1.2	-1.9
Cc1ccc(C(=O)NC2CCCCN(C)C2=O)cc1 (stereo not given)
 : -1.1	-0.1	4.0	0.2	1.2	-9.5	-0.7	4.5	nt	9.3
CCOc1ccc(C2N(c3cc(Cl)ccc3OC)C(=O)C3CCCN32)cc1OC (stereo not given)
 : -3.9	4.8	-5.4	-0.2	0.6	-16.8	0.0	9.3	0.5	7.1
O=C(NCc1cccnc1)c1cc(S(=O)(=O)N2CCCCC2)ccc1Cl
 : -3.5	-3.4	4.7	-0.1	-5.5	-0.9	0.0	-5.0	-0.8	-0.2
CCOc1ccc(OCCC(=O)OCC(=O)N2CCN(S(=O)(=O)c3ccc(Cl)cc3)CC2)cc1
 : -5.3	-18.1	-4.5	-0.2	-2.7	2.2	-3.4	0.3	9.7*	9.0
CC1=C(C(=O)N(C)C)CC(CC(=O)NCc2cccs2)C(=O)N1Cc1ccc(C(C)(C)C)cc1 (stereo not given)
 : -9.1	-3.5	9.3	0.4	0.5	-9.1	3.0	-12.1	nt	1.9
CC(=O)C1=C(C)NC(=O)CC1c1ccccc1Cl (stereo not given)
 : 3.7	3.3	-2.3	0.0	-3.8	1.5	-1.3	12.0	2.5	5.1
O=C(NNC(=S)NCc1ccco1)c1ccc(Cl)s1
 : -3.5	-14.1	-4.5	0.6	7.0	-1.7	1.1	-0.5	0.4	0.4
Cc1ccc(NC(=O)C2(C)CCN2C(=O)CCC2CCCC2)cc1C (stereo not given)
 : -2.6	-1.5	12.2	0.2	0.0	-7.5	4.0	-11.1	2.4	9.5
CC(=O)c1cccc(NC(=O)COC(=O)c2ccccn2)c1
 : -0.9	0.1	-1.3	0.4	3.6	3.2	2.4	-9.9	-0.7	-14.7
CCCCc1nc2sc3c(c2c(=O)n1NC(=O)c1ccco1)CC(C)(C)OC3
 : 0.8	13.8	4.5	-0.3	-4.1	2.5	0.0	6.2	0.7	5.6
CC(C)CC(=O)NNC(=O)C(C)C
 : -3.8	17.2	-8.3	-0.5	-2.0	-1.4	5.2	-4.1	-2.8	0.6
O=C(/C=C/[C@H]1O[C@@H](n2cnc3c(NC(=O)c4ccccc4)ncnc32)[C@H](O)[C@@H]1O)NCc1cccs1
 : 0.2	-0.7	-7.5	0.1	1.9	3.7	3.6	5.7	nt	-5.8
COc1ccc(CNc2ccc(C(=O)O)cc2)cc1
 : 4.2	-2.1	-1.6	-0.3	1.0	4.2	3.3	-4.0	1.6	-1.9
O=C(NC(=S)NC1CCCCC1)c1ccccc1[N+](=O)[O-]
 : -1.9	2.9	-1.1	0.0	-2.0	3.3	2.8	11.2	2.4	-4.6
CC1(C)Nc2ccc(O)cc2-c2c1ssc2=S
 : -6.5	4.8	5.9	-0.3	9.9	11.9	3.0	8.4	-0.2	-6.8
COC(=O)C1=CN(c2ccc(N3CCOCC3)cc2)C(N)=C(C#N)C1c1ccc(-c2ccccc2)cc1 (stereo not given)
 : -3.1	-34.8	7.8	-20.7	8.3	-8.9	5.6	6.7	nt	4.1
O=C(OCc1ccccc1)N1CCC2CC1c1ccc(N3CCOCC3)cc12 (stereo not given)
 : 0.1	12.8	2.1	-0.5	-1.5	-8.8	-1.8	-10.2	3.4	-2.5
CC(C)(C)NC(=O)COC(=O)/C=C/c1ccccc1[N+](=O)[O-]
 : 1.0	0.4	-4.8	-0.2	1.4	-1.7	5.4	-2.6	-2.5	5.5
COCCCNC(=S)NCCNc1nc2cc(C)cc(C)c2cc1C#N
 : -4.9	-1.9	3.9	3.5	-0.4	-243.7	5.0	0.3	0.8	-5.2
COC(=O)c1ccccc1NC(=O)COC(=O)/C=C/c1ccco1
 : -5.2	3.4	1.8	-0.3	-0.1	-2.3	-0.9	-5.3	0.9	-2.5
CCn1ncc(-c2ccnc3cc(C(=O)O)nn23)c1C
 : 2.9	1.8	1.4	12.8*	2.7	i	1.8	-7.2	0.8	8.2

# Screening results deposited in PubChem BioAssay by several laboratories.
